SR-BI DiI inh: mouse SR-BI HDL lipid transfer inhibition; AID 488896; actives 0.96% (n = 320,000); ldlA[mSR-BI] CHO cells, DiI-HDL uptake fluorescence, 3 h; Q61009; inhibition, % at 12.5 µM;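 active = mean replicate inhibition of at least 70% and a set share of replicates each scoring 70 or more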;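 note: 0% = median of neutral control wells and 100% = median of positive control wells; values of inactives mirror those of a sister screen read the other way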
Target sequence (Q61009 whole entry, looked up): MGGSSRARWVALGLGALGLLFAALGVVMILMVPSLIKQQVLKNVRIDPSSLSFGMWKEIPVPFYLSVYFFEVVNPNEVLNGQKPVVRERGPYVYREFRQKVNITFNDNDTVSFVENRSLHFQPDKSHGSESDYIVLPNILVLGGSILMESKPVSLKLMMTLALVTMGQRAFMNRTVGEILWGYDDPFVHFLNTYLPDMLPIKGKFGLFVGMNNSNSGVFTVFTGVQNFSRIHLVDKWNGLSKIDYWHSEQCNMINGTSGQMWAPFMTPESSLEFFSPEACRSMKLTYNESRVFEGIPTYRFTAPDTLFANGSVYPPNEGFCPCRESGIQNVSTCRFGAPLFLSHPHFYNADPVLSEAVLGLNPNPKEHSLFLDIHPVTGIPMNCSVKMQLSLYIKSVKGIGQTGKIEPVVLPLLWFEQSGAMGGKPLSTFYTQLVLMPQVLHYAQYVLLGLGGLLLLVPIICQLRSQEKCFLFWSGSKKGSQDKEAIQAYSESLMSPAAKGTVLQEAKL
Keap1-Nrf2 PPI: Keap1-Nrf2 (human) interaction inhibition; actives 0.15% (n = 340,000); inhibition, % at 9.4 µM; Keap1 Kelch-Nrf2 peptide fluorescence polarization, 1536-well; in the data active = inhibition above about 12%;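 note: human Keap1 Kelch domain with fluorescein labeled Nrf2 9mer peptide probe; 0% = neutral control wells and 100% = peptide positive control; higher means more block of Keap1 binding to Nrf2 peptide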
SR-BI uptake up: enhances SR-BI lipid uptake from DiI-HDL; CHO ldlA[mSR-BI] cells, DiI-HDL uptake fluorescence, 3 h; 100 = double the neutral-control signal; activation, % at 12.5 µM; actives 0.096% (n = 320,000); AID 504775;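 active = mean replicate activation of at least 60% and every replicate at or above 60%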;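 note: 0% = median plate neutral-control signal and 100% = twice that signal; values of inactives mirror those of a sister screen read the other way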
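System: LDL receptor-deficient CHO ldlA cells overexpressing murine SR-BI | Timing: 3 h uptake period with compound, 37 °C | Medium: HEPES-buffered (25 mM, pH 7.4) F12 plus 0.5% BSA | Dosing: Single-point compound dose | Signal: Bottom-read fluorescence, 550/595 nm | Read-out: Retained DiI signal reflecting DiI-HDL uptake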
NSD2 inh: inhibitors of human histone methyltransferase NSD2; inhibition, % at 12.5 µM; O96028; actives 0.54% (n = 310,000); AID 743445; NSD2 peptide methylation, AlphaScreen, 120 min; in the data active = inhibition above about 50%
LANA DNA inh: inhibitors of KSHV LANA C-terminal domain DNA binding. inhibition, % at 9 µM. actives 0.078% (n = 340,000). MBP-C-LANA/FAM-LBS DNA binding, fluorescence polarization;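 active = highest replicate inhibition at or above 60% at 9 µM, even if other replicates fall short; inactive = all replicates below 60% inhibition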;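 note: 0% = neutral control wells and 100% = 4 µM acridine orange control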
PvdQ inh: P. aeruginosa PvdQ acylase inhibition; purified PvdQ acylase, fluorescence plate reader; inhibition, % at 10 µM; actives 0.063% (n = 340,000); AID 488965; in the data active = inhibition above about 30%, passing the limit was not always enough;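 note: 0% = vehicle neutral wells and 100% = reference inhibitor wells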
Arr AP2 block: inhibitors of human beta-arrestin and AP2 interaction | FITC-arrestin peptide / GST-AP2 beads, flow cytometry; AP2 beta2 appendage carries R879A mutation | inhibition, % at 10 µM | actives 0.31% (n = 340,000);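 active = inhibition above a set limit, near 3 SD of compounds lacking own fluorescence, cut at about 54% in these data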;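 note: plate controls were DMSO wells for no effect and 5 µM unlabelled arrestin peptide for full effect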
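System: GST-AP2 R879A glutathione beads. Medium: PBS with 0.05% Tween 20 and 0.1% BSA. Also added: FITC-arrestin peptide, 50 nM. Incubation: 12 min plus 1 h, RT. Measured by: high-throughput flow cytometry of beads, ex 488, em 535 nm. Evaluation: percent drop in bead-associated FITC signal.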
RTF Ca sens inh: cardiac RTF calcium desensitization; P19429+P45379; IANBD-labeled cardiac RTF, Ca2+ fluorescence; inhibition, % at 7.15 µM; actives 0.12% (n = 340,000);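 active = inhibition above the mean inhibition of all tested compounds plus 3 SD, cut at about 17% in these data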;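 note: assay run at fixed EC70 calcium of 1.6 mM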
PKA-R2B activ: activates the human PKA-R2B holoenzyme complex; PKA-R2B holoenzyme dissociation, Cy5-IP20 fluorescence polarization; R2B truncated from residue 108, S112A mutant; 0% DMSO only, 100% 113 µM cGMP; actives 0.079% (n = 340,000); activation, % at 11.4 µM; P22694+P31323;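 active = activation above a cutoff set at the mean over all compounds plus 3 SD, cut at about 18% in these data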;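 note: higher means more holoenzyme dissociation and a rise in polarization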
Target sequence (P31323 whole entry, looked up, other chains not shown, the tested form may be a part): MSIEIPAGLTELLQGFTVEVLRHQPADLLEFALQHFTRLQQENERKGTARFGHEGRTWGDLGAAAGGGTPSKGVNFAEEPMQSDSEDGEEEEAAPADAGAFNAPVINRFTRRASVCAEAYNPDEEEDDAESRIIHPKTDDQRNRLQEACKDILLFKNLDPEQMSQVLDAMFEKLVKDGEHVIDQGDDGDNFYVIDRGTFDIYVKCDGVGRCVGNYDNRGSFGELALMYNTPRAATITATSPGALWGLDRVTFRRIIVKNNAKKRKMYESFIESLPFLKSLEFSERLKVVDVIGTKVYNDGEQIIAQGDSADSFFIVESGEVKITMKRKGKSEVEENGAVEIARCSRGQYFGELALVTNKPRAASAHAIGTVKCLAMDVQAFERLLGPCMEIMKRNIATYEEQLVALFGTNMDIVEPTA
DAGLB inhibitor: blocks human DAGLB lipase activity; Q8NCG7; HEK293T DAGLB membrane lysate, EnzChek fluorogenic substrate; inhibition, % at 5.17 µM; actives 0.059% (n = 340,000); in the data active = inhibition above about 34%;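 note: 0% = enzyme with vehicle and 100% = wells lacking enzyme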
* marks the source's active call; other numbers are inactive results; x = not tested or not shown.

Preview:
Below each compound – SR-BI DiI inh	RTF Ca sens inh	NSD2 inh	DAGLB inhibitor	Arr AP2 block	Keap1-Nrf2 PPI	SR-BI uptake up	LANA DNA inh	PvdQ inh	PKA-R2B activ
CCOC(=O)C1CCCCN1S(=O)(=O)c1cc2c(cc1C)NC(=O)CO2 (centres undefined)
    0	-10	x	-5	3	1	0	0.8	-15	1
CCSc1nnc(-c2sc3nnc(-c4ccccc4)c(-c4ccccc4)c3c2N)o1
    64	-31	x	-6	73*	-5	-64	4.6	1	9

Results, repeating the preview:
Below each compound – SR-BI DiI inh	RTF Ca sens inh	NSD2 inh	DAGLB inhibitor	Arr AP2 block	Keap1-Nrf2 PPI	SR-BI uptake up	LANA DNA inh	PvdQ inh	PKA-R2B activ
CCOC(=O)C1CCCCN1S(=O)(=O)c1cc2c(cc1C)NC(=O)CO2 (centres undefined)
    0	-10	x	-5	3	1	0	0.8	-15	1
CCSc1nnc(-c2sc3nnc(-c4ccccc4)c(-c4ccccc4)c3c2N)o1
    64	-31	x	-6	73*	-5	-64	4.6	1	9
CCCn1c(C)cc(C(=O)CN2C(=O)c3ccccc3C2=O)c1C
    x	-3	16	-2	-7	3	x	-0.8	-1	-1
C=CCNc1nc(NCc2ccccc2)c(C#N)c2c1CN(C)CC2
    -7	-15	43	2	2	0	7	1.0	0	8
CC(C)CC(=O)Nc1nnc(SCC(=O)NCc2ccc3c(c2)OCO3)s1
    18	-5	3	2	-4	0	-18	0.9	-16	0
COc1ccc(CCNC(=O)c2cc(C3CC3)nc3c2cnn3C(C)C)cc1OC
    32	0	0	-2	17	1	-32	-1.2	7	3
O=C(c1cn(-c2ccccc2)nc1-c1cccc(Br)c1)N1CCOCC1
    41	0	-7	-4	1	-5	-41	0.5	-6	-8
Cc1nnc(NC(=O)CSc2ccccc2N)s1
    -22	7	-3	1	-2	-5	22	-1.1	-4	7
CCCCCCN1CC(C(=O)OCC)C(=O)C1=O (centres undefined)
    -55	-7	-3	1	7	-5	55	0.2	-7	5
CC(C)C(=O)NC(=S)Nc1ccccc1C(=O)Nc1ccccc1
    -10	0	-1	-3	-7	-4	10	3.8	-5	2
Cc1c(C(=O)NCCN2CCOCC2)sc2nc(-c3ccc(F)cc3)cn12
    15	1	-1	-2	-4	2	-15	-0.9	-12	0
CCCCOC(=O)Nc1ccccc1C(=O)N1CCCC1
    -4	-6	0	-3	-13	5	4	-1.1	-21	0
CCCSc1nc(C)cc(C)c1C(N)=O
    5	-2	-2	-1	12	2	-5	-0.8	1	10
Cc1c(C(=O)N(C)Cc2nc3ccccc3c(=O)[nH]2)oc2ccccc12
    -11	-5	1	1	4	-4	11	1.0	-11	-7
CCn1c(SCCC(C)C)nnc1-c1c[nH]c2ccccc12
    27	0	x	1	23	1	-27	2.2	4	3
Cn1c(=N)n(CC(O)c2cccs2)c2ccccc21 (centres undefined)
    -12	-6	-1	-2	-2	-1	12	-2.5	-10	-11
COc1ccc(-c2cc(C(=O)N3CCN(c4ccccn4)CC3)c3ccccc3n2)cc1
    20	-3	2	1	14	-3	-20	0.5	-7	-4
Cc1ccc(S(=O)(=O)c2nc(-c3ccccc3Cl)oc2NCCCN2CCOCC2)cc1
    10	8	4	-3	15	-2	x	-1.0	7	-4
CCNc1nc(NCC)n2c(SCC(=O)N3CC4(C)CC3CC(C)(C)C4)nnc2n1 (centres undefined)
    -9	3	-2	-2	32	3	9	-0.2	-1	7
CCc1cccc(C)c1NC(=O)C1CCCN(S(C)(=O)=O)C1 (centres undefined)
    -6	-3	-1	0	1	1	6	0.7	-7	3
Cc1ccc(S(=O)(=O)N(C)C)cc1NC(=O)c1ccccc1SCC(=O)N1CCCC1
    10	4	-1	1	-6	-6	-10	-0.2	-13	4
N#CC(C(=O)Nc1ccc(Cl)cc1)=C1Nc2ccccc2N1
    36	13	1	1	12	1	-36	-0.8	12	-4
CC(=O)c1cccc(NC(=S)Nc2ccn(Cc3cccc4ccccc34)n2)c1
    42	-5	1	1	8	6	-42	-0.2	2	-5
O=C(C=C(O)c1ccc(Cl)cc1)C(=O)NNC(=O)C(O)(c1ccccc1)c1ccccc1
    35	-7	1	19	3	-2	-35	-0.2	-11	-2
CC12CC(c3ccccc3O1)N(C(=O)c1ccco1)C(=S)N2c1ccccc1 (centres undefined)
    -21	-1	5	-2	4	4	21	3.0	8	-5
CCOc1ccccc1NC(=O)CSC1=C(C#N)C(c2ccco2)C(C(=O)Nc2nc3ccccc3s2)=C(C)N1 (centres undefined)
    61	-6	-1	-1	18	-5	-61	-1.9	11	-2
Cc1ccc(NC(=O)CS(=O)CC(=O)N(C2CCCC2)C(C)C(=O)NC2CCCCC2)cc1 (centres undefined)
    -5	-9	2	0	38	2	5	-0.9	-3	10
Cc1cc(O)c(C(=O)/C=C/c2ccccc2Br)c(=O)o1
    5	-11	8	4	-5	-1	-5	3.9	-15	3
Cc1nc(NC(=O)c2ccc(Br)s2)sc1C(=O)N(C)C
    16	5	1	1	-6	0	-16	-0.6	18	-5
c1ccc(CSc2nnnn2-c2ccccc2)cc1
    -23	4	-10	-4	-4	3	23	0.1	-3	-2
COc1ccc(Cl)cc1N(CC(=O)Nc1cccc(SC)c1)S(C)(=O)=O
    3	0	-6	-1	5	-1	-3	-0.3	-4	-4
CSc1ccc(CN2CCCC(CO)(Cc3ccccc3)C2)cc1 (centres undefined)
    5	-1	-1	-3	4	5	-5	1.9	-10	12
CCc1ccc(C(c2ccc(CC)cc2)C(Cl)Cl)cc1
    4	1	x	-16	0	-6	-4	0.2	-7	1
CCN(CC)S(=O)(=O)c1ccc(OCCNS(C)(=O)=O)cc1
    3	6	-8	0	27	1	-3	0.2	-6	-2
N#CCCN(C(=O)COC(=O)C1=COCCO1)c1ccc(F)cc1
    -37	-13	-1	1	-4	-1	37	-0.4	-5	-8
CCN(C(=O)COC(=O)c1cccc2ccccc12)c1c(N)n(Cc2ccccc2)c(=O)[nH]c1=O
    31	0	0	0	1	-2	-31	2.9	2	4
O=C(O)[C@@H]1CCCN1C(=O)COc1ccc2c3c(c(=O)oc2c1)CCC3
    -10	0	x	-2	16	-3	10	1.7	2	-17
COC(=O)C(CC(C)C)NC(=O)/C=C/c1ccccc1Cl (centres undefined)
    11	8	-4	-1	-1	0	-11	0.7	2	-2
COc1ccc(NC(=O)CN(C)C(=O)c2ccccc2SCC(=O)N2CCCC2)cc1
    -17	-2	3	0	40	-4	17	1.0	-2	4
O=C(C(Cl)Cl)N1CCN(c2ccccn2)CC1
    -10	-8	-2	3	7	1	10	0.2	9	-5
Cc1ccc(C)c(S(=O)(=O)N2CCN(C(=O)CN3C(=O)NC(C)(C)C3=O)CC2)c1
    -17	3	0	0	-7	-2	17	-1.5	-11	-7
O=C1c2cccc3cc([N+](=O)[O-])cc(c23)C(=O)N1c1ccccc1O
    -18	-9	8	1	2	-8	18	-1.5	-13	-2
Cc1cc(=O)oc2cc(OCC(=O)NCCCN3CCCC3=O)c(Cl)cc12
    -11	2	0	0	-6	-5	11	2.5	9	-3
COC(=O)C(C(=O)Nc1ccc(OC)cc1)C1CCCCCC1 (centres undefined)
    -10	5	0	-2	1	-6	10	0.9	-11	-4
CN1c2ccccc2C(C)(C)C12C=Nc1c(cc(N3CCOCC3)c3ccccc13)O2 (centres undefined)
    7	-3	1	-5	-2	1	-7	1.9	-2	-1
CCC(=O)N1CCc2cc(Br)cc(S(=O)(=O)C3(C(=O)OC)CC3)c21
    -19	-6	x	2	0	2	19	3.3	-15	-6
COCCn1c(N)c(C(=O)NCc2cccs2)c2nc3ccccc3nc21
    2	-1	-8	2	9	4	-2	-1.4	-9	-10
CN(c1nc2ccccc2n2c(-c3ccco3)nnc12)S(=O)(=O)c1ccccc1
    -5	-1	1	1	25	2	5	-2.3	5	-3
CC[C@@]1(C(=O)OC)N[C@H](CN(C)C(=O)Nc2ccccc2)[C@@H]2C(=O)N(Cc3ccccc3)C(=O)[C@@H]21
    -17	-7	x	-2	-2	-6	17	-1.3	-13	-1
CCOc1cccc(C(=O)N(Cc2cccc(F)c2)C2CCS(=O)(=O)C2)c1 (centres undefined)
    -8	-2	-3	1	11	2	8	0.9	-8	1

The list goes on:
Below each compound – SR-BI DiI inh	RTF Ca sens inh	NSD2 inh	DAGLB inhibitor	Arr AP2 block	Keap1-Nrf2 PPI	SR-BI uptake up	LANA DNA inh	PvdQ inh	PKA-R2B activ
O=C1CC(N2CCC(O)(c3ccc(Br)cc3)CC2)C(=O)N1c1ccc(Cl)cc1 (centres undefined)
    -25	-7	0	1	5	-2	25	1.2	-14	4
Cn1c(CC(=O)NNC(=O)c2ccc(Cl)nc2)nc2ccccc21
    21	-1	2	0	4	-4	-21	-1.5	-9	-1
Cc1ccc(CSCCNC(=O)c2ccc(Cl)c(S(=O)(=O)N3CCOCC3)c2)cc1
    -6	-8	-4	-4	-2	0	6	-0.8	-8	7
Fc1ccc2nc3c(nc2c1)CCCC3
    -23	-5	0	0	7	-2	23	0.3	-21	1
CC(OC(=O)Cc1c[nH]c2ccccc12)C(=O)N(C)c1ccccc1 (centres undefined)
    -7	-9	3	-2	31	1	7	0.0	0	4
CCN(CC(=O)Nc1ccc(NC(C)=O)cc1)CC(=O)Nc1cc(C)on1
    2	-3	-1	-1	-4	-2	-2	-1.1	-4	-6
O=C(O)CC(CN1C(=O)c2ccccc2C1=O)c1ccccc1 (centres undefined)
    -13	-4	4	-1	17	-3	13	0.3	-5	-1
COc1ccccc1NC(=O)CSc1nc(C)c2c(c1C#N)CCCC2
    34	5	1	-3	7	1	-34	-0.3	-1	-1
CCOC(=O)CNC(=O)C1c2ccccc2Oc2ccccc21
    -2	-6	-2	2	2	-5	2	1.3	-13	9
COc1ccc(C(=O)CSc2nnn(-c3cccc(NC(C)=O)c3)n2)cc1
    25	x	-3	x	-19	-5	-25	-0.7	-7	x
CCOCCCn1c(SCC(=O)NC(C)C)nc2ccccc2c1=O
    8	5	-1	-6	6	-3	-8	-0.4	14	-1
Cc1cc(C(=O)COC(=O)Cc2n[nH]c(=O)c3ccccc23)c(C)n1CC(F)(F)F
    3	-7	0	0	-9	-1	-3	-0.4	-12	-2
CSc1nnc(-c2cccc(NC(=S)NN)c2)o1
    19	2	11	-1	-7	-6	-19	0.4	3	-3
CSCCC(NC(=O)c1ccccc1Br)C(=O)N1CCN(C(C)=O)CC1 (centres undefined)
    -14	-2	-1	0	-11	-5	14	-1.3	-9	-1
C#CCOc1ccc(C2C3=C(CCCC3=O)N(CC(=O)O)C3=C2C(=O)CCC3)cc1Br
    -5	0	3	2	7	-2	5	3.7	-8	-8

Random draw from the library; 2.1% or so of the library scored in one or more.
